Kir21 inh = blocks the mouse Kir2.1 inward-rectifier potassium channel; B-score at 10 µM; AID 1672; hit rate 0.85% among 310,000; HEK293-Kir2.1, FluxOR thallium flux fluorescence; stronger effect = lower value; P35561;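 active = fluorescence ratio B-score at or below minus 3 SD of library scores, with starting-brightness B-score within 2 SD, cut at about -4.2 in these data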;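 note: channel flux triggered by added potassium and thallium sulfate stimulus; B-score of peak minus minimum fluorescence over baseline after thallium stimulus; more negative B-score means stronger Kir2.1 block with less thallium influx; some compounds called inactive have numbers as strong as hits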
CHT block = inhibitors of human choline transporter CHT | Q9GZV3 | CHT-expressing cells, membrane potential dye, choline response; stronger effect = lower value | B-score at 10 µM | hit rate 0.86% among 310,000;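 active = B-score over 3 SD under the library average, and starting fluorescence ratio not unusually high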;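 note: choline stimulus applied at its EC90 after an EC20 pre-addition; B-score computed on integrated fluorescence ratio after choline addition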
KCNQ2 inh = KCNQ2 channel blockers in CHO-K1 cells – cell-based, FluxOR thallium flux, B-score, primary screen (AID 2156) | B-score at 10 µM | O88943 | hit rate 1.1% among 310,000 | 20 min; stronger effect = lower value;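 active = fluorescence ratio B-score at most minus 3 library SDs, with starting brightness B-score within 2 library SDs, cut at about -5.5 in these data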
Target sequence (O88943 whole entry, looked up): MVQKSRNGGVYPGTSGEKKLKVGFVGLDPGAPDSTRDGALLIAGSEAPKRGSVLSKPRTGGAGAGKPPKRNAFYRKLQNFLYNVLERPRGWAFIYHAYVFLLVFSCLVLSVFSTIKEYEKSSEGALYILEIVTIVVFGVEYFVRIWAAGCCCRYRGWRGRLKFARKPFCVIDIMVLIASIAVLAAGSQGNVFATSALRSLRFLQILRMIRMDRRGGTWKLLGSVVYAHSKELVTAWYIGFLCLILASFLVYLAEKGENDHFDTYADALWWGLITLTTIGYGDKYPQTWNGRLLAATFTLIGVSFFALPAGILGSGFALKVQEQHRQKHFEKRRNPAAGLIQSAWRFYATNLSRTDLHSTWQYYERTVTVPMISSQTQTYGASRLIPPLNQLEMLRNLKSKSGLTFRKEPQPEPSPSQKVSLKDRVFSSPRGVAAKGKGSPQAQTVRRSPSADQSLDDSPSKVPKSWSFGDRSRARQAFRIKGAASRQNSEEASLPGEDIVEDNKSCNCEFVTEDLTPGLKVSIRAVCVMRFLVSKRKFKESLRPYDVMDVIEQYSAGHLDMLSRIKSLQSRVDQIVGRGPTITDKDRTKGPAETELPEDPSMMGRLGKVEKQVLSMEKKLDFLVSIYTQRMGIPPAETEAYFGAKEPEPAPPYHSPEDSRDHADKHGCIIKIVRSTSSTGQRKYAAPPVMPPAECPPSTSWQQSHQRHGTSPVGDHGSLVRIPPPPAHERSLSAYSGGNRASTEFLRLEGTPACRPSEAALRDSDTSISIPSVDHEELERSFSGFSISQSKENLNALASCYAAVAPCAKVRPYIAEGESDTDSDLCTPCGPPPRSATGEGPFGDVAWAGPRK
* marks the source's active call; other numbers are inactive results; i = inactive; . = not tested or not shown. Outcome played no part in choosing rows, and some 2.6% of all compounds hit somewhere here.

SMILES | Kir21 inh | CHT block | KCNQ2 inh
CN(CC(=O)Nc1ccccc1C(F)(F)F)C(=O)CSc1nnnn1C | 0.31 | i | i
O=C(COC(=O)c1cccc(NS(=O)(=O)c2ccc(F)c(F)c2)c1)NC(=O)NC1CCCCC1 | -0.64 | i | i
CCN(CC)c1ccc(/C=C2\NC(=O)NC2=O)cc1 | 0.24 | i | i
CCn1c(=O)n(CC(=O)NC2CCCC(C)C2C)c(=O)c2ccccc21 (stereo unspecified) | -1.31 | i | i
N#Cc1ccccc1OCc1nnc(-c2ccccc2Br)o1 | -1.5 | i | i
CS(=O)(=O)N(CC(=O)N1CCOCC1)c1cc(C(F)(F)F)ccc1Cl | 1.18 | i | i
COc1ccccc1CN1CC(C(=O)NCc2ccc(SC)cc2)CCC1=O (stereo unspecified) | 1.19 | . | i
COc1ccc(-c2cc(C(=O)Nc3cc(Cl)ccc3O)no2)cc1 | 0.75 | i | i
COc1ccc(C(=O)C(CCCCC(CN(C)C)C(=O)c2ccc(OC)cc2)CN(C)C)cc1 (stereo unspecified) | -2.8 | i | i
Cc1ccc2c(c1)N(CCC(=O)NCCCN1CCCC1)C(=O)CO2 | 1.56 | i | i
CCCS(=O)(=O)N1CCN(C(=O)COc2ccccc2)CC1 | 0.2 | i | i
O=C(NCc1ccco1)C(c1ccco1)N(CCc1ccccc1)C(=O)Cn1nnc2ccccc21 (stereo unspecified) | 1.36 | i | i
COc1ccc(CC(=O)OCc2nnc(-c3ccccc3)o2)cc1 | 0.5 | i | i
Cc1ccc(CNC(=O)C2CCCN2C(=O)NCc2ccccc2)cc1 (stereo unspecified) | -0.15 | i | i
COCCN(C(=O)c1ccco1)c1nnc(-c2ccc(F)cc2)s1 | -0.08 | i | i
CNCC(=O)Nc1ccc(Cl)c(C(F)(F)F)c1 | -0.06 | i | i
O=C(CN1C(=O)NC2(CCCC2)C1=O)N1CCN(C(=O)c2ccco2)CC1 | 0.78 | i | i
COc1cccc(NC(=O)CCNS(=O)(=O)c2ccc(Br)s2)c1 | -1.11 | i | i
COc1ccc(-n2ncc3c(SCC(=O)N4CCN(c5ccccc5OC)CC4)ncnc32)cc1 | -1.12 | i | i
Cc1cc(C(=O)N2CCCC(CCC(=O)N3CCN(c4ccccn4)CC3)C2)c(C)o1 (stereo unspecified) | -1.6 | i | i
CCN(CC)CCCNC(CC(=O)Nc1cccc([N+](=O)[O-])c1)C(=O)O (stereo unspecified) | 1.76 | i | i
Cc1sc2nc(SCC(=O)N(C)c3ccccc3)n(C)c(=O)c2c1C | 0.01 | i | i
Cc1cc(C)nc(NC(N)=NC(C)c2ccccc2)n1 (stereo unspecified) | -0.01 | i | i
COCCNC(=O)C(=O)N/N=C(\C)CC(=O)Nc1cccnc1 | -3.2 | i | i
CC(=O)Nc1ccc(S(=O)(=O)NCc2ccc(C(=O)NC(C)c3ccccc3)cc2)cc1 (stereo unspecified) | -0.04 | i | i
CC1(C)Oc2ccc3ccc(=O)oc3c2/C(=C/Nc2cccc(O)c2)C1=O | -2.31 | i | i
Cc1nn(-c2ccccc2)c(Cl)c1CN(C(=O)CCl)c1cccc2ccccc12 | 0.08 | i | i
COc1ccc(Cl)cc1-c1n[nH]c(=S)o1 | 0.88 | i | i
O=C(O)CCC(=O)NNC(=O)c1cccc(Br)c1 | 0.54 | i | i
Cc1nn(Cc2ccc(F)cc2)c(C)c1NC(=O)C1c2ccccc2Oc2ccccc21 | 0.14 | i | i
COC(=O)CCC(=O)OC1(C)C(=O)C=C2C=C(C3CC3)N(CC(C)C)C=C2C1=O (stereo unspecified) | -0.42 | . | i
COc1ccc2[nH]c(O)c(N=NC(=N)N)c2c1 | -1.72 | i | i
O=C(Nc1c(C(=O)N2CCOCC2)cnn1-c1ccccc1)c1ccccc1F | 1.71 | i | i
COc1ccc(N2Cc3ccc(C(=O)N/N=C\c4ccc(O)cc4O)cc3C2)cc1 | 0.29 | i | i
O=C(Cn1c(=S)[nH]c2ccccc2c1=O)NCCc1ccccc1 | -0.85 | i | i
Cc1ccccc1OCCn1cnc2c(N)ncnc21 | -1.67 | i | i
COc1ccc(C2=NOC(Cn3nc(C(=O)NCc4ccc5c(c4)OCO5)cc3-c3ccccc3)C2)cc1 (stereo unspecified) | 1.05 | i | i
CN(C)c1ccc(CNc2ccccn2)cc1 | 0.16 | i | i
CC(=O)c1c(C)[nH]c(C(=O)Nc2ccc(Cl)cc2)c1C | -0.31 | i | i
Cc1ccc(S(=O)(=O)C2(C(=O)NCCc3ccccc3)CC2)cc1 | -1.46 | i | i
COc1ccc2nc(N3CCCC3)c(C#N)cc2c1 | -3.26 | i | i
Cc1ccc(S(=O)(=O)N(CC(=O)Nc2ccc(C)cc2C)C(=O)N2CCN(C)CC2)cc1 | -0.17 | i | i
CNc1nnc(C(F)(F)F)s1 | -1.29 | i | i
Nc1nc(CSc2ncn[nH]2)nc(Nc2ccc(F)cc2)n1 | 1.73 | i | i
CCCOc1ccc2oc(=O)c3c(c2c1)CCCN3C(=O)CN1CCc2ccccc2C1 | 1.11 | i | i
CCOc1ccc(-c2c(C(=O)N/N=C/c3cccnc3)nnn2-c2nonc2N)cc1 | 0.01 | i | i
COc1ccc(OC)c(NC(=O)CCNS(=O)(=O)c2cccc3nonc23)c1 | -0.25 | i | i
O=c1ncc(F)c[nH]1 | -0.05 | i | i
Cc1ccc(NC(=O)CN2CCN(CCN=CC3=C(O)CC(c4ccccc4)CC3=O)CC2)cc1 (stereo unspecified) | 1.18 | i | i
CCn1c(SCC(=O)NC2CCCCC2)nc2c(c1=O)SCC2 | 0.56 | i | i

7 of the compounds above, as tab-separated lines:
canonical_smiles	Kir21 inh	CHT block	KCNQ2 inh
COc1ccc2nc(N3CCCC3)c(C#N)cc2c1	-3.26	i	i
Cc1ccc(S(=O)(=O)N(CC(=O)Nc2ccc(C)cc2C)C(=O)N2CCN(C)CC2)cc1	-0.17	i	i
CNc1nnc(C(F)(F)F)s1	-1.29	i	i
Nc1nc(CSc2ncn[nH]2)nc(Nc2ccc(F)cc2)n1	1.73	i	i
CCCOc1ccc2oc(=O)c3c(c2c1)CCCN3C(=O)CN1CCc2ccccc2C1	1.11	i	i
CCOc1ccc(-c2c(C(=O)N/N=C/c3cccnc3)nnn2-c2nonc2N)cc1	0.01	i	i
COc1ccc(OC)c(NC(=O)CCNS(=O)(=O)c2cccc3nonc23)c1	-0.25	i	i

More structures.
SMILES | Kir21 inh | CHT block | KCNQ2 inh
O=C1C=CC(=O)N1N(c1ccccc1)c1ccccc1 | -3.26 | i | -6.24*
CC(=O)c1ccc(NC(=O)c2ccc3c(c2)C(=O)N(c2ccccn2)C3=O)cc1 | -1.52 | i | i
COc1ccc(N(C(=O)c2snc(C(N)=O)c2N)C(C(=O)NC2CCCC2)c2cc(OC)ccc2OC)c(OC)c1 (stereo unspecified) | -1.48 | i | i
CCN(CC)C(=O)CN1CCN(c2ccccc2F)CC1 | -0.02 | i | i
O=[N+]([O-])c1ccc(Sc2nnnn2-c2ccccc2)nc1 | -0.48 | . | i
O=C(Nc1ccccc1)NC1CCCCNC1=O (stereo unspecified) | 0.35 | i | i
O=C(NCCCNC(=O)c1cc(Cl)ccc1Cl)c1ccccn1 | -0.01 | i | i
Cc1oc2cc3c(C(=O)N4CCCCC4)c(C)oc3cc2c1C(=O)N1CCCCC1 | 1.77 | i | i
COc1ccccc1NC(=O)C1CCCN(C(=O)Nc2ccc(F)cc2)C1 (stereo unspecified) | -0.5 | i | i
Nc1ccccc1SSc1ccccc1N | 0.16 | i | i

Some values from the list:
Cc1ccc(S(=O)(=O)C2(C(=O)NCCc3ccccc3)CC2)cc1 | Kir21 inh = -1.46
O=C(O)CCC(=O)NNC(=O)c1cccc(Br)c1 | Kir21 inh = 0.54

The listing continues:
SMILES | Kir21 inh | CHT block | KCNQ2 inh
NC(=O)c1ccccc1Br | 2.23 | i | i
O=S(=O)(c1ccccc1)N1CCN(c2nnnn2-c2ccccc2)CC1 | 1.19 | i | i
CCOC(=O)Nc1cccc(OCC(=O)Nc2ccc(OC)cc2OC)c1 | 1.46 | i | i
CSCC[C@H](NC(=O)C1CCN(C(=O)[C@H](Cc2ccccc2)NS(=O)(=O)c2ccc(C)cc2)CC1)C(=O)O | 1.24 | i | i
COC(=O)c1cc(S(=O)(=O)N2CCN(c3ccccc3)CC2)c[nH]1 | -2.04 | i | i
COc1ccc(S(=O)(=O)Nc2cc(C)on2)cc1OC | 0.78 | i | i
Cn1c2ccccc2c(=O)c2c(=O)n(Cc3ccccc3)c(-c3ccc(F)cc3)nc21 | -0.89 | i | i
CCOC(=O)COc1cc([N+](=O)[O-])cc2cccnc12 | 0.4 | i | i
CCOCCCN(C(=O)Nc1ccc(CC)cc1)C1CCN(C(C)=O)CC1 | 0.03 | i | i
Cc1oc(-c2ccccc2Cl)nc1CS(=O)CC(=O)NCc1ccco1 (stereo unspecified) | 1.16 | i | i

Brought forward from above: 2 entries, then new ones.
SMILES | Kir21 inh | CHT block | KCNQ2 inh
CCOCCCN(C(=O)Nc1ccc(CC)cc1)C1CCN(C(C)=O)CC1 | 0.03 | i | i
Cc1oc(-c2ccccc2Cl)nc1CS(=O)CC(=O)NCc1ccco1 (stereo unspecified) | 1.16 | i | i
CC(C)OC(=O)c1cccnc1N1CCN(c2ccc(F)cc2)CC1 | 0.63 | i | i
O=C1N[C@H](Cc2ccccc2)C(=O)N[C@H]1Cc1cn(S(=O)(=O)c2ccccc2)c2ccccc12 | 0.85 | i | i
Cc1ccc(Cn2c(C)c3cnn(CC(=O)NCc4ccccn4)c(=O)c3c2C)cc1 | 1.61 | i | i
CS(=O)c1ccccc1COC(=O)Nc1ccccc1 (stereo unspecified) | 1.39 | i | i
CCC1(C)Cc2ccccc2C(=O)N1 (stereo unspecified) | 1.18 | i | i
C/C(=N\Nc1ccc([N+](=O)[O-])cc1[N+](=O)[O-])c1ccc(-n2nncc2C(C)(C)C)cc1 | -0.23 | i | i
C=CCn1c(NCc2ccccc2O)nc2ccccc21 | -0.65 | i | i
O=C(Nc1ncccc1O)c1ccc2c(c1)OCO2 | 1.09 | i | i
CN(c1ccc(OCc2ccc([N+](=O)[O-])cc2)cc1)S(=O)(=O)c1ccccc1 | -1.19 | i | i
O=C(Nc1nccs1)c1ccc(S(=O)(=O)NCc2cccs2)cc1 | 0 | i | i
CCCOc1ccc(N2C(=O)CC(SCCN)C2=O)cc1 (stereo unspecified) | 1.81 | i | i
CCOc1ccc(/C=N/n2c(C)nc3ccccc3c2=O)cc1 | -0.59 | i | i
CCOc1ccc(-n2cc(-c3ccc(OC)c(OC)c3)[nH]c2=S)cc1 | -0.99 | i | i
Cc1cccc(Nc2nc3c(c(=O)n(C)c(=O)n3C)n2CC(O)CO)c1 (stereo unspecified) | 1.27 | i | i
N#Cc1nc(-c2cccc(Cl)c2)oc1N1CCC(C(N)=O)CC1 | 0.13 | i | i
C=CCNC(=O)Cn1nnc(-c2ccc(-c3ccc(OC)cc3)cc2)n1 | -0.94 | i | i
COc1ccc2c(c1)CC/C(=C/c1ccncc1)C2=O | -0.14 | i | i
Cc1ccc(CNC(=O)C2CCN(C(=O)Nc3ccccc3)CC2)cc1 | 0.23 | i | i
COC(=O)C1CCN(c2ccc([N+](=O)[O-])cc2)CC1 | 1.5 | i | i
COC(=O)c1ccc(-c2ncc(-c3cccc4ccccc34)o2)cc1 | -2.07 | i | i
CCOc1c(Cl)cc(C(=O)Nc2ccccc2-c2ccccc2)cc1Cl | 3.28 | i | i
Cc1cc2ccccn2c1C(=O)c1nc(NCc2ccco2)ncc1Cl | 1.04 | i | i
Cc1oc2c(Cl)c(Cl)c(O)c(CN(C)C)c2c1C(=O)c1ccc(Cl)cc1 | 0.48 | i | i
CCCCn1nnnc1SCC(=O)Nc1ccc(F)cc1 | -0.17 | i | i
O=C(CC(=O)NCCc1ccccc1)NCCc1ccccc1 | 1.47 | i | i
Oc1ccc(-c2nc3c4c(ncn3n2)-c2ccccc2CC42CCCC2)cc1 | -0.84 | i | i
C=CC1C(OC2OC(CO)C(O)C(O)C2O)OC=C(C(=O)OC)C1CC1CC(=O)CC(CC(=O)CCc2ccc(O)cc2)O1 (stereo unspecified) | 0.05 | i | i
CCOC(=O)C(Cc1ccccc1)NC(=O)Cn1nnc(-c2ccc(SC)cc2)n1 (stereo unspecified) | 1.59 | i | i
CC(C)C[C@H](NC(=O)c1nc[nH]c1C(=O)NC1CCN(C(=O)OC(C)(C)C)CC1)C(=O)OC(C)(C)C | -0.05 | i | i
CCc1ccc(OC(C)C(=O)N(Cc2ccco2)C2CCS(=O)(=O)C2)cc1 (stereo unspecified) | -1.88 | i | i
CCCCOC(=O)C1=C(C)NC2(O)c3ccccc3C(=O)C12O (stereo unspecified) | -1.91 | i | i
COc1cccc(OC)c1C(=O)n1nc(C)cc1C | 0.66 | i | i
CC(C)CC(=O)NC(=S)N1CCCCCC1 | -1.35 | i | i
COc1cccc(CNC(=O)CCc2nnc3ccc(NCCCN4CCCC4=O)nn23)c1 | 0.7 | i | i
COCCn1c(-c2cc(OC)c(OC)c(OC)c2)nc2oc3cc(OC)ccc3c(=O)c2c1=O | 0.51 | i | i
CCCc1cc(=O)n2[nH]c(NCc3c(F)cccc3Cl)nc2n1 | 2.6 | i | i
COc1ccc(NC(=O)Nc2cccc(C)n2)c(OC)c1 | 0.27 | i | i
CCOC(=O)N1CCN(C(=O)C(C)SCc2ccccc2)CC1 (stereo unspecified) | -1 | i | i
c1ccc2c(Oc3ccc4c(c3)OCO4)nncc2c1 | 0.44 | i | i
